tim10-1 inh = growth inhibitors of tim10-1 mutant yeast; 330,000 tested, 2.2% active; AID 463190; inhibition, % at 20 µM; S. cerevisiae tim10-1 ts strain growth, BacTiter-Glo, 24 h;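 active = inhibition of at least 40%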;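 note: mutant grown at 25 °C; 0% = DMSO wells with yeast and 100% = wells holding no yeast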
APJ ag = APJ receptor agonism; P35414; activation, % at 20 µM; 330,000 tested, 0.11% active; CHO-K1 APJ PathHunter beta-arrestin, luminescence; 0% DMSO wells, 100% apelin;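 active = activation more than six SD over the plate average, tested at 20 µM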;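 note: 0% = DMSO alone and 100% = apelin-13 at 10 nM; some results filed as inactive read as strong as hits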
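Material: CHO-K1 APJ beta-arrestin complementation cell line; Input: cell density 1000 per well; Incubation: compound stimulation 90 min at 25 °C, detection 60 min; Signal: luminescence from split beta-galactosidase complementation, Galacton Star/Emerald II substrate; Controls: DMSO-only wells as negative, 10 nM Apelin-13 as positive control.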
tim23-1 inh = growth inhibitors of tim23-1 mutant yeast. inhibition, % at 20 µM. S. cerevisiae tim23-1 growth, BacTiter-Glo luminescence, 24 h. 330,000 tested, 1.3% active;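 active = growth inhibition of the mutant yeast at or above 50%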;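 note: temperature-sensitive mutant grown at 25 °C; plate controls were DMSO-treated mutant yeast for no effect and medium wells lacking yeast for full effect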
Mdm2-MdmX inh = disrupts the human Mdm2-MdmX interaction; O15151+Q00987; SaOS-2 split-luciferase Mdm2/MdmX complementation, luminescence; inhibition, % at 8 µM; 330,000 tested, 3% active; AID 485346;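 active = inhibition of at least 50% at 8 µM in the primary screen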
Target sequence (O15151 whole entry, looked up): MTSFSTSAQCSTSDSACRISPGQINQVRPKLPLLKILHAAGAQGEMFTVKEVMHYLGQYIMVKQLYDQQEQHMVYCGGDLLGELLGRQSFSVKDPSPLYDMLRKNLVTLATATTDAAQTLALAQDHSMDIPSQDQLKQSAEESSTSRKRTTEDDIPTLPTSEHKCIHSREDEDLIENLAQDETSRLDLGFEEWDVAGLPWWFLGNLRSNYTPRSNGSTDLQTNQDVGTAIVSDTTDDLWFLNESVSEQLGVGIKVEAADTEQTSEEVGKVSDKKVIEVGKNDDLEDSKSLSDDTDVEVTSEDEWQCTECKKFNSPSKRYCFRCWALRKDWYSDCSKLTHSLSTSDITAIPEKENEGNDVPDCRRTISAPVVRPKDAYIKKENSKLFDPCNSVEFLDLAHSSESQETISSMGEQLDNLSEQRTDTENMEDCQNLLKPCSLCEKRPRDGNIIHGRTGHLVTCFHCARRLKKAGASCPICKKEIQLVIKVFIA
Target sequence (Q00987 whole entry, looked up): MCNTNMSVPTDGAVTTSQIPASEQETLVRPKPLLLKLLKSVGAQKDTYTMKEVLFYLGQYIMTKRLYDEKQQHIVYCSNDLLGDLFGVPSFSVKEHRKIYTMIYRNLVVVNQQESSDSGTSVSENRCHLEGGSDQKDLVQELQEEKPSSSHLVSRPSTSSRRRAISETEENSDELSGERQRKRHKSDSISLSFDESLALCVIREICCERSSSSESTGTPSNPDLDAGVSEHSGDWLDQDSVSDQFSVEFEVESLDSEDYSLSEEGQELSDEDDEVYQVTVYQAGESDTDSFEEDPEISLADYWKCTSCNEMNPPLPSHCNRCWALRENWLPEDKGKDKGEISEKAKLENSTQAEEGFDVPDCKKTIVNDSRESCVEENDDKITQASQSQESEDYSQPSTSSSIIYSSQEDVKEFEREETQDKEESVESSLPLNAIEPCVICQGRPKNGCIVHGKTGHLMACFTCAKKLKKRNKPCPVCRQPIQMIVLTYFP
CHOP UPR activ = apoptotic UPR (CHOP) activation; CHO-CHOP luciferase reporter, luminescence; percent of tunicamycin response over DMSO baseline; activation, % at 10 µM; 330,000 tested, 0.34% active; AID 449763;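 active = at 10 µM dose, activation of 40% or more, normalized to positive control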;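 note: 100% = tunicamycin at 10 µg/mL and 0% = DMSO alone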
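Assay system: CHO cells with stable CHOP pathway luciferase reporter; Buffer or medium: F12 plus 10% serum; Times: 16-18 h cell attachment, then 6 h compound exposure, 37 °C; Signal: luciferase luminescence; Read-out basis: percent activation relative to tunicamycin control; Control set: tunicamycin high control, DMSO low control.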
XBP1 UPR activ = adaptive UPR (XBP1) activation. CHO-XBP1 luciferase reporter, IRE1-XBP1 UPR activation, luminescence; percent of tunicamycin response, DMSO as zero. AID 463104. 330,000 tested, 0.33% active. activation, % at 20 µM;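 active = versus positive control, 20 µM dose yields 30% or more activation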;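 note: 100% = tunicamycin at 10 µg/mL and 0% = DMSO only wells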
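Material: CHO-XBP1 cells stably carrying IRE1-XBP1-driven luciferase reporter / Amount: 1000 cells per well / Compound: 20 µM, 1% DMSO / Times: 6 h treatment, 37 °C / Detection: luciferase luminescence / Measure: % activation of reporter signal versus tunicamycin and DMSO controls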
NALP3 yeast inh = NALP3 inhibition in yeast. Yeast reconstituted NLRP3/ASC/caspase-1, beta-gal luminescence, 24 h. inhibition, % at 10 µM. 330,000 tested, 0.39% active;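 active = inhibition of 50% or more; inactive = inhibition below 50%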;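 note: plate controls were induced DMSO wells for no effect and uninduced yeast grown without galactose for full effect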
TIM10 inh = TIM10 yeast growth inhibition; S. cerevisiae TIM10 strain growth, BacTiter-Glo luminescence, 24 h; inhibition, % at 10 µM; 330,000 tested, 1.4% active; AID 463195;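 active = inhibition of 40% or more at the single tested concentration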;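 note: wild-type TIM10 isogenic control strain grown at permissive 25 °C; 0% = DMSO yeast wells and 100% = minimal medium wells without yeast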
GRIN3A LBD mod = modulators (binders) of human NR3A ligand-binding domain; Tm shift relative to glycine control, % at 25 µM; NR3A LBD differential scanning fluorimetry, Tm shift; 0% = protein alone, 100% = glycine-bound protein; 340,000 tested, 2.5% active;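 active = melting temperature shift of at least 10% of the positive control shift, at one fixed dose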
* hit, by the source's call.

SMILES	tim10-1 inh	APJ ag	tim23-1 inh	Mdm2-MdmX inh	CHOP UPR activ	XBP1 UPR activ	NALP3 yeast inh	TIM10 inh	GRIN3A LBD mod
CCOC(=O)N1CCN(Cc2nc3c(c(=O)n(C)c(=O)n3C)n2Cc2cccc(C)c2)CC1	31	-1	17	-19	0.6	1	-5	15	0
CSc1nc(Oc2ccc(F)cc2F)cc(C(F)(F)F)n1	8	-2	10	14	-1.6	0	4	2	3
COc1ccc(N(CC(=O)NCc2ccc(F)cc2)C(=O)c2snc(C(N)=O)c2N)cc1OC	1	0	-17	13	1.5	0	10	-14	1
COc1cc(C=O)ccc1OCc1ccccc1Br	4	-3	10	-30	4.8	1	11	11	-4
COc1ccc(CCNCc2cc3ccc(C)cc3[nH]c2=O)cc1OC	-9	-2	15	-10	1.6	-2	1	-7	-3
Cc1cc(C)nc(/N=C2\NC(=O)CC(C(=O)O)N2c2ccc(Cl)cc2)n1 (centres undefined)	4	-4	-5	-10	0.2	-2	6	3	-1
COc1ccc(NC2CCCN(C(=O)c3ccncc3)C2)cc1 (centres undefined)	1	-2	-10	12	-1.6	-3	0	-10	-2
Cc1cccc(NC(=S)N2CCN(C(=O)c3ccco3)CC2)c1	7	-6	-1	3	11	-1	19	10	1
COc1ccc2c(Cl)c(C(=O)N/N=C/c3ccncc3)sc2c1	-15	-1	-15	4	1.0	10	24	8	-5
COc1cc(C(=O)NNC(=O)COc2cccc(F)c2)ccc1OCC(=O)N1CCOCC1	-7	-4	-3	-8	-0.6	-2	11	3	1
Cc1ccc(N(O)C(=O)OCCNC(=O)Nc2ccccc2)cc1	11	0	-5	24	2.8	4	8	7	-24
COc1ccc(C(=O)CCN2CCCCCC2)cc1	39	-2	27	8	0.4	-3	11	12	0
Cc1ccc(C(=O)Nc2cccc(C(F)(F)F)c2)cc1NC(=O)c1[nH]cnc1C(N)=O	10	-4	17	6	0.9	6	0	-2	-6
Cc1ccc(S(=O)(=O)N2CCOCC2)cc1C(=O)Nc1ccccn1	-14	-5	-5	12	-0.4	-1	7	-6	-1
CN(Cc1ccccc1)c1ccc2nnc(-c3ccccc3)n2n1	10	-3	26	48	1.0	-2	17	-28	3
COC(=O)[C@@H](Cc1c[nH]c2ccccc12)NC(=O)C1CCCN(S(=O)(=O)c2ccc(C)cc2)C1 (some centres undefined)	27	-3	22	3	1.0	-1	8	5	0
CCOc1ncccc1C(=O)OCc1ccccc1	-1	0	-1	-3	1.6	1	27	7	0
Cc1c(C(=O)NC(=S)Nc2ccc(N3CCOCC3)cc2)cccc1[N+](=O)[O-]	-20	-4	-5	-8	2.8	-1	-4	3	1
CC1CCN(CCCCOc2ccc(F)cc2)CC1	-9	-4	5	10	-0.3	-1	32	-8	-1
O=C(NNC(=O)c1c(F)cccc1F)c1ccccc1-n1cccc1	-5	-3	-11	22	-1.1	-7	19	-7	-3
Cc1nn(C)cc1C(C(=O)NC1CCCCC1)N(CCc1ccccc1)C(=O)c1cnccn1 (centres undefined)	-19	-1	4	0	-1.7	-4	5	-1	-1
Cc1cc2c(c(=O)o1)C1(C(=O)N(C)c3ccccc31)C(C#N)=C(N)O2 (centres undefined)	5	-5	3	-30	1.5	-4	5	-2	-2
CCOc1ccc(NC(=O)CN2CCCC2c2cccs2)cc1S(=O)(=O)N1CCCC1 (centres undefined)	11	-3	13	11	0.2	-2	15	2	3
COc1ccc(CNC(=O)CSc2ccc(Br)cc2)cc1OC	5	-3	2	27	1.6	-1	3	6	-3
CCC(c1ccc(O)cc1)C(CC)c1ccc(O)cc1 (centres undefined)	5	1	0	-7	-1.9	-2	21	-15	-28
CC(Oc1cccc(F)c1)C(=O)/C=C\N(C)C (centres undefined)	-2	-4	10	18	-0.9	-3	-7	-14	-1
S=c1[nH]ncn1-c1ccccn1	-11	-2	8	17	0.2	-3	18	-3	2
CC(=O)NC(Cc1ccccc1)C(=O)OCC(=O)c1ccc(Cl)cc1 (centres undefined)	4	-6	14	-13	0.5	3	-8	6	0
C=CCn1c(=O)c2ccccc2n2c(SCC(=O)N3CCCc4ccccc43)nnc12	28	-1	28	-30	0.6	-2	2	18	3
COC(=O)c1cc2c(C)nn(-c3ccccc3)c2s1	10	-1	4	-1	3.7	0	24	-3	3
CCN(CC(=O)NC(C)C)C(=O)[C@H](C)NC(=O)c1ccc(Br)cc1	18	-4	16	5	-0.5	-4	-4	-12	2
CCOC(=O)c1ccc(NC(=O)Cn2ccc([N+](=O)[O-])n2)cc1	-5	-2	21	25	0.6	2	-14	-4	-1
S=C(NCc1ccco1)Nc1ccccn1	-37	-3	12	4	2.6	-3	21	-21	1
Cc1ccc(N(C(=O)c2cnccn2)C(C(=O)NC2CCCCC2)c2ccc(O)cc2)cc1 (centres undefined)	17	-2	4	9	-0.5	-3	-5	-4	-3
O=C(COc1cc2oc(=O)cc(-c3ccccc3)c2cc1Cl)NCCN1CCOCC1	26	-6	0	2	0.4	-4	3	7	-3
CC(=O)Nc1ccc(NC(=O)c2ccc3c(c2)C(=O)N(c2ccccc2C)C3=O)cc1	-19	-2	-10	17	1.6	-6	12	-33	0
COc1ccc2c(CC(=O)OCC(=O)Nc3cc(C)c(C)cc3[N+](=O)[O-])coc2c1	26	0	13	-1	0.0	2	12	-9	-1
O=C(Nc1ccc(F)cc1)c1ccc(-n2ccnc2)nc1	7	0	-5	-11	0.8	-2	-1	-6	-24
O=C(CCC(=O)Nc1ccc(F)cc1)N/N=C/c1cccc(Br)c1	6	1	24	2	2.8	-8	13	16	-3
Cc1ccc(C(c2sc3nc(C)nn3c2O)N2CCN(C(=O)c3ccco3)CC2)cc1 (centres undefined)	-2	-4	-5	20	-2.4	-2	2	-6	0

Some of these compounds in order of number of heavy atoms, descending.
SMILES	tim10-1 inh	APJ ag	tim23-1 inh	Mdm2-MdmX inh	CHOP UPR activ	XBP1 UPR activ	NALP3 yeast inh	TIM10 inh	GRIN3A LBD mod
Cc1nn(C)cc1C(C(=O)NC1CCCCC1)N(CCc1ccccc1)C(=O)c1cnccn1 (centres undefined)	-19	-1	4	0	-1.7	-4	5	-1	-1
CCOC(=O)N1CCN(Cc2nc3c(c(=O)n(C)c(=O)n3C)n2Cc2cccc(C)c2)CC1	31	-1	17	-19	0.6	1	-5	15	0
O=C(COc1cc2oc(=O)cc(-c3ccccc3)c2cc1Cl)NCCN1CCOCC1	26	-6	0	2	0.4	-4	3	7	-3
COc1ccc2c(CC(=O)OCC(=O)Nc3cc(C)c(C)cc3[N+](=O)[O-])coc2c1	26	0	13	-1	0.0	2	12	-9	-1
COc1ccc(CNC(=O)CSc2ccc(Br)cc2)cc1OC	5	-3	2	27	1.6	-1	3	6	-3
COc1ccc(C(=O)CCN2CCCCCC2)cc1	39	-2	27	8	0.4	-3	11	12	0

Next section.
SMILES	tim10-1 inh	APJ ag	tim23-1 inh	Mdm2-MdmX inh	CHOP UPR activ	XBP1 UPR activ	NALP3 yeast inh	TIM10 inh	GRIN3A LBD mod
N#CC1=C(SCc2ccc(C#N)cc2)N=C(N)C(c2nc(-c3ccccc3)cs2)C12CCCCC2 (centres undefined)	24	0	28	49	1.3	0	14	14	4
O=P(O)(CCc1ccccc1)C(O)c1ccccc1 (centres undefined)	-5	-1	-9	4	0.6	0	-9	-1	0
CCCCNC(=O)c1ccc2c(c1)N(CC)C(=O)CS2	10	-4	6	15	-0.3	3	10	0	0
CCCCC[C@@H]1C=C(C(=O)O)[C@H](c2ccc(Cl)c(Cl)c2)N1S(=O)(=O)c1ccc(C)cc1	26	-1	34	-9	0.4	0	16	14	-3
O=C(Nc1ccc(Cl)cc1)N1CCCC(Cn2cccc2)C1 (centres undefined)	28	-2	24	-7	2.1	2	14	23	-3
Cc1ccc(-n2c(C)c([N+](=O)[O-])c3ccc(O)c(CN(C)C)c32)cc1	24	-9	16	85*	-0.4	-3	11	6	0
CCOC(=O)c1c(C)[nH]c(C)c1C(=O)COc1ccc(NC(=O)c2ccco2)cc1	9	3	11	21	-0.2	0	23	-7	-2
CC(=O)Oc1cccc(/C=N\NC(=O)C(=O)N/N=C/c2cccc(OC(C)=O)c2)c1	5	2	8	13	0.2	0	17	-4	1
COc1ccc(/C(C)=N/NC(=O)CNC(=O)C(c2ccccc2)c2ccccc2)c(OC)c1	14	-1	11	16	4.0	-3	24	6	1
COc1cc(C2NC(=O)NC(c3ccccc3)=C2C(C)=O)cc([N+](=O)[O-])c1O (centres undefined)	4	-3	15	12	-0.2	-2	-38	11	0
Fc1ccccc1COc1cccc(/C=N/n2cnnc2)c1	38	0	25	1	-1.8	-2	19	24	1
Cc1ccc(S(=O)(=O)Nc2nc3ccccc3nc2Nc2cccc(S(=O)(=O)N3CCCC3)c2)cc1	8	-1	17	53*	2.4	0	5	12	10
CC(C(=O)Nc1ccc2c(c1)OCO2)N1CCC(N2CCCCC2)CC1 (centres undefined)	8	-2	16	7	-0.1	-1	-10	4	0
CCOC(=O)c1ccc(NC(=S)NN2CCOCC2)cc1	13	1	4	-40	5.7	0	9	-4	-3
Cc1cc2c(cc1S(=O)(=O)Nc1cccc(F)c1C)NC(=O)CO2	3	-3	5	34	-1.9	-1	11	-8	-1
C/C(=N\NC(=O)c1cccc(S(=O)(=O)Nc2cccc(Cl)c2)c1)c1cccs1	21	0	27	16	0.1	-1	9	5	14*
O=C(Cc1ccc(S(=O)(=O)N2CCOCC2)s1)Nc1ccc(S(=O)(=O)N2CCCCC2)cc1	8	35	3	8	-0.4	1	14	21	-1
COc1ccccc1NC(=O)N1CCCC1C(=O)Nc1ccc2c(c1)OCCO2 (centres undefined)	14	-4	9	-5	-1.0	-2	0	-5	0
CN1CCN(S(=O)(=O)c2ccc3ccccc3c2)CC1	-14	-3	-2	-2	0.5	-1	19	8	-1
O=C(NCCCN1CCOCC1)c1cc(-c2ccc(F)cc2)nc2ccccc12	4	-5	6	8	-0.5	3	10	5	-1
CCOCCCNc1ncnc2c1[nH]c1ccccc12	-7	1	-16	25	1.3	4	4	-9	0
CC(=O)c1c(C)nn(C(C)CC(=O)O)c1C (centres undefined)	5	2	14	-1	-2.2	2	5	-4	8
Cc1onc(-c2ccccc2Cl)c1C(=O)Nc1ccccc1O	23	-5	17	19	-0.9	-3	3	2	-2
COc1ccc(OCCNC(=O)/C=C/c2ccc([N+](=O)[O-])cc2)cc1	-2	-1	0	-4	2.2	-1	29	-5	10
NC(=O)C[C@@H]1NC(=O)CNC(=O)c2cc([N+](=O)[O-])cc(I)c2NCCC(C(N)=O)NC1=O (some centres undefined)	-13	9	3	-3	0.4	-1	8	-4	-1
Cc1cccc(NC(=S)NCCc2ccc(S(N)(=O)=O)cc2)c1C	13	1	1	13	2.8	3	3	6	-1
COc1cc(C(=O)NNC(=S)Nc2ccc(S(N)(=O)=O)cc2)cc(OC)c1OC	12	-3	14	-24	-1.9	-3	0	7	-3
COc1cccc(/C=C/C(=O)c2ccc(NS(=O)(=O)c3ccc(C)cc3)cc2)c1	15	-3	29	71*	2.6	-6	11	8	18*

Assay outcomes deposited in PubChem by Sanford-Burnham Center for Chemical Genomics.
